Casp1 inh – caspase-1 (human) inhibition, allosteric or competitive; Caspase-1 enzyme, Ac-WEHD-AFC fluorogenic rate; Potency, µM (top dose mostly 57.5 µM), without a hit: at the top dose activity change, negative = inhibition, actives largely listed as inhibitors; 0.03% of 75,000 active; AID 900;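 further: potency means the concentration at half of the fitted maximal effect; plate controls were vehicle for no effect and no substrate for full effect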
Casp7 inh – caspase-7 (human) inhibition, allosteric or competitive | P55210 | recombinant caspase-7, Ac-DEVD-AFC fluorescence rate | Potency, µM (top dose mostly 57.5 µM), inactives show top-dose activity change, negative = inhibition, hits mostly inhibitors | 0.02% of 75,000 active | AID 889; active means well fitted inhibition curve with a large enough effect in the main read-out, with a control signal flat, not every such curve was filed as active; inconclusive means small, poorly fitted or top-dose-only effect, or a change in a side signal; further: potency means the concentration at half of the fitted maximal effect; % of control where 0% means no effect
Target sequence (P55210 24-198 limits assumed): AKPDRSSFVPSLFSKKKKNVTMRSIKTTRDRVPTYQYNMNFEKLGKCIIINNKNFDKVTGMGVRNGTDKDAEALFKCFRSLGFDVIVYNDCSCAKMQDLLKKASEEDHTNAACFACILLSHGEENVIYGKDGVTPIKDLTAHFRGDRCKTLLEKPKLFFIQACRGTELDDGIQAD
Target sequence (P55210 207-303 limits assumed): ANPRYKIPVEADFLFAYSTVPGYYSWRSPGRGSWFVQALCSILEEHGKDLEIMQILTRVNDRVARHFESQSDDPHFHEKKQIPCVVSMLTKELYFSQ
Texas Red fluor – compound fluoresces in the Texas Red spectral region; max dye-equivalent concentration, M; AID 587; Compound fluorescence, Texas Red channel, 547/618 nm; hits give high values; 0.06% of 59,000 active; in the data active means max dye-equivalent concentration above about 10 nM; inconclusive means between about 1.1 nM and that limit
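Texas Red-region profiling: compounds in 100 mM Tris pH 8.0 were read at 547/618 nm after 15 min at room temperature. Intensities were normalized against a six-point Texas Red standard series to give dye-equivalent concentration.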
A350 fluor – A350 region autofluorescence. max dye-equivalent concentration, M. Compound autofluorescence, 340/450 nm, Alexa 350 dye-equivalents; hits give high values. AID 590. 11% of 59,000 active; in the data active means max dye-equivalent concentration above about 10 nM; inconclusive means mostly about 1.1 nM to 9.6 nM
Tau fil binding – tau filament binding | recombinant tau filaments, thioflavin S fluorescence, 15 h; filaments grown with octadecylsulfate alongside compound | Potency, µM (highest dose often 57.1 µM), for the others: at the top dose activity change, negative = inhibition | 2% of 71,000 active;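 further: potency means the concentration at half of the fitted maximal effect; on the % scale 0 is the no-effect control and ±100 the full control effect; actives lower thioflavin S fluorescence by blocking filaments or displacing dye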
Target sequence (P10636 whole entry, looked up): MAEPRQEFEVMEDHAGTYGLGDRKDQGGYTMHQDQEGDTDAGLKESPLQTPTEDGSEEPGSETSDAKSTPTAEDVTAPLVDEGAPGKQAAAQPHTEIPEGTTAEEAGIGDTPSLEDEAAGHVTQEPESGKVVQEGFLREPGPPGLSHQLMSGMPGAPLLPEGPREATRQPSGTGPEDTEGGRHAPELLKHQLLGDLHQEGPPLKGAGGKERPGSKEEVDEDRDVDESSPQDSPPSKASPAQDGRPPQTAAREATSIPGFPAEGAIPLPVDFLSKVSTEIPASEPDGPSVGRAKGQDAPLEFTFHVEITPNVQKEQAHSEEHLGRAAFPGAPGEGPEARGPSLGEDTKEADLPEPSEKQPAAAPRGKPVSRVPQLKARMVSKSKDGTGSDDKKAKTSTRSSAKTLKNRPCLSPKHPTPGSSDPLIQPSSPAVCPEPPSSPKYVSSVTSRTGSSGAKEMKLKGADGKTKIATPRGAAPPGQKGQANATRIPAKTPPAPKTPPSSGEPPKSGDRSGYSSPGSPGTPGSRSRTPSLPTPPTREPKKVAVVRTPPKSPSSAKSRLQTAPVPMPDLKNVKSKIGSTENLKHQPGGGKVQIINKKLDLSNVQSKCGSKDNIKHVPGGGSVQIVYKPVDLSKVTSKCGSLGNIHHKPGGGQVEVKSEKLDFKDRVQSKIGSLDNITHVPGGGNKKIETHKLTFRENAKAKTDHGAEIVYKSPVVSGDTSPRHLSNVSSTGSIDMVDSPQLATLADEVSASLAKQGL
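Thioflavine S fluorescence (ex 450, em 510 nm) reports filaments formed from 1 uM human tau plus 30 uM ODS over 15 h at 37 C (10 mM HEPES pH 7.4, 100 mM NaCl, 5 mM DTT); compounds displacing dye or blocking filaments lower signal.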
Fluorescein fluor – compound autofluorescence in fluorescein spectral region; max fluorescein-equivalent concentration, M; 0.91% of 59,000 active; Compound autofluorescence, 480/540 nm, fluorescein-equivalent; hits give high values; in the data active means max fluorescein-equivalent concentration above about 10 nM; inconclusive means between about 1.1 nM and that limit
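Library compounds, added at multiple concentrations to pH 8.0 Tris buffer (100 mM), incubate 15 min at room temperature before CCD imaging at 480 nm excitation and 540 nm emission.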
FLuc inh – firefly luciferase inhibition; 2.2% of 72,000 active; AID 411; Potency, µM (highest dose often 57.1 µM), inactives show top-dose activity change, negative = inhibition, most hits filed as inhibitors; purified firefly luciferase, luminescence, 8 min; P08659; further: potency means the concentration at half of the fitted maximal effect; on the % scale 0 is the no-effect control and ±100 the full control effect; nearly all actives have a fitted effect of over 40% in size
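Compounds were tested as concentration series (qHTS) against purified P. pyralis luciferase with luciferin and 10 uM ATP in 50 mM imidazole pH 7.2, 50 mM KCl, 7 mM MgCl2, 0.01% Tween 20, 0.05% BSA. Luminescence was read after 8 min at ambient temperature.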
HEK293 cAMP cs – counter-screen for TSHR agonists: cAMP increase in parental HEK293; parental HEK293 CNG cAMP sensor, membrane potential fluorescence; Potency, µM (titrated, usually from 57.1 µM), for the others: top-dose activation, actives largely listed as activators; 2.5% of 73,000 active; AID 938; further: potency means the concentration at half of the fitted maximal effect; % of control where 0% means no effect; nearly all actives have a fitted effect of over 55% in size
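Counterscreen for endogenous-receptor signalling: CNG-channel HEK 293 cells report cAMP rise by membrane depolarization. After 60 min dye equilibration with 100 uM RO 20-1724, compounds incubated 30 min before bottom-read fluorescence at 590 nm.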
ERK AVP inh – inhibitors of vasopressin-stimulated ERK signaling pathway. 0.99% of 72,000 active. Potency, µM (doses to about 57.5 µM), for the others: at the highest dose activity, negative = inhibition, actives largely listed as inhibitors. HEK293-V1b, vasopressin-stimulated pERK AlphaScreen; further: potency means the concentration at half of the fitted maximal effect; on the % scale 0 is the no-effect control and ±100 the full control effect; nearly all actives have a fitted effect of over 55% in size
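Phosphorylated ERK1/2 detected via AlphaScreen bead proximity in lysates of V1b-expressing HEK293 cells given 25 nM vasopressin for 5 min after 30 min compound exposure (37 °C). AC50 from Hill equation; basal DMSO 0%, vasopressin 100%.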
Rhodamine autofl – compound fluoresces in the rhodamine spectral region | Rhodamine-region fluorescence, 547/598 nm, Tris buffer; hits give high values | max dye-equivalent concentration, M | 0.05% of 59,000 active; in the data active means max dye-equivalent concentration above about 11 nM; inconclusive means between about 1.1 nM and that limit
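Steps: pin-transfer compounds into pH 8.0 Tris (100 mM), hold 15 min at room temperature, image with a 547/598 nm filter pair, and convert intensities to rhodamine-equivalent concentration using a six-point on-plate rhodamine series.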
4-MU autofl – 4-MU region autofluorescence. compound autofluorescence, 340/450 nm, 4-MU equivalents; hits give high values. max dye-equivalent concentration, M. 11% of 59,000 active. AID 589; in the data active means max dye-equivalent concentration above about 10 nM; inconclusive means mostly about 1.1 nM to 9.6 nM
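Intrinsic fluorescence at 340/450 nm (ex/em) was read after 15 min at room temperature in pH 8.0, 100 mM Tris. Each compound concentration expressed as 4-MU-equivalent concentration from a six-point 4-MU standard series on each plate.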
Starred values were filed as active, the others as inactive; & = joins results of further samples; ! = a repeat was not active; [ ] = dose if it differs, or a comment. Unless noted, the call rests on the fitted dose curve; in most records, active means well fitted curve in the direction sought with a large enough effect; inconclusive means small, poorly fitted or top-dose-only effect, or another doubt; inactive means no such curve, though single readings can be large; an effect the other way counts as inactive or inconclusive.

`O=C(CCNS(=O)(=O)c1cccc2nonc12)NC1CCCc2ccccc21` (stereo not given) gave Casp1 inh -1.5%, Casp7 inh 1.8%, Texas Red fluor inactive, A350 fluor inactive, Tau fil binding -11.3%, Fluorescein fluor inactive, FLuc inh 0.7%, HEK293 cAMP cs 11.4%, ERK AVP inh -13.2%, Rhodamine autofl inactive and 4-MU autofl inactive.
O=C(CCCCn1c(=O)[nH]c2ccsc2c1=O)NCc1cccnc1 was read as Casp1 inh -3.8%, Casp7 inh 3.0%, Texas Red fluor inactive, A350 fluor inactive, Tau fil binding 7.1%, Fluorescein fluor inactive, FLuc inh 0.0%, HEK293 cAMP cs 3.6%, ERK AVP inh 26.1%, Rhodamine autofl inactive and 4-MU autofl inactive.
`O=C(Cn1c(=O)sc2ccccc21)NCc1ccccn1` gave Casp1 inh -4.0%, Casp7 inh 1.1%, Tau fil binding -2.1%, FLuc inh -1.6% and HEK293 cAMP cs 1.3%.
`CCn1c(=S)sc2c(=O)n(-c3ccccc3)c(SCC(=O)NCc3ccco3)nc21` gave Casp1 inh -1.2%, Casp7 inh -1.2%, Texas Red fluor inconclusive, A350 fluor inactive, Tau fil binding 49.7%, Fluorescein fluor inactive, FLuc inh -2.9%, HEK293 cAMP cs 20µM*, ERK AVP inh -4.6%, Rhodamine autofl inactive and 4-MU autofl inactive.
`CCc1nc2oc3cc(OC)ccc3c(=O)c2c(=O)n1-c1ccccc1` gave Casp1 inh 3.5%, Casp7 inh 0.9%, Texas Red fluor inconclusive, A350 fluor inactive, Tau fil binding -11.8%, Fluorescein fluor inactive, FLuc inh 1.4%, HEK293 cAMP cs 9.6%, ERK AVP inh 8.1%, Rhodamine autofl inactive and 4-MU autofl inactive.
`CCOc1ccc(-c2nnc3ccc(SC)nn23)cc1` gave Casp1 inh 0.6%, Casp7 inh -1.9%, Texas Red fluor inactive, A350 fluor 1.24e-08M*, Tau fil binding 4.8%, Fluorescein fluor inactive, FLuc inh 0.7%, HEK293 cAMP cs 20.6%, ERK AVP inh 2.8%, Rhodamine autofl inactive and 4-MU autofl 1.24e-08M*.
For COC(=O)c1ccc(-c2nc(-c3cccs3)no2)cc1 the results were Casp1 inh 0.5%, Casp7 inh -0.4%, Tau fil binding 12.7%, FLuc inh 1.58µM*, HEK293 cAMP cs 12.9% and ERK AVP inh 9.9%.
CC(C)N(Cc1nc(-c2ccc(Cl)cc2)no1)C(=O)CCC1CCCC1 was read as Casp1 inh 1.0%, Casp7 inh -3.7%, Tau fil binding -10.5%, FLuc inh -10.3%, HEK293 cAMP cs 20µM* and ERK AVP inh 112.1%[activator].
O=C(NCc1ccco1)c1sc(=S)n2c1[nH]c(=O)c1ccccc12 was read as Casp1 inh -7.6%, Casp7 inh -3.3%, Texas Red fluor inactive, A350 fluor inactive, Tau fil binding -15.3%, Fluorescein fluor inactive, FLuc inh 1.4%, HEK293 cAMP cs 25.1µM*, ERK AVP inh -22.3%, Rhodamine autofl inactive and 4-MU autofl inactive.
COc1ccc(NC(=O)c2ccc(-c3ccc(-c4noc(C)n4)cc3C)cc2)cc1N1CCN(C)CC1 was read as Casp1 inh 0.4%&2.0%, Casp7 inh -2.1%&2.3%, Texas Red fluor inactive, A350 fluor inactive, Tau fil binding -32.4%&148.4%, Fluorescein fluor inconclusive, FLuc inh -4.3%&-0.2%, HEK293 cAMP cs inconclusive, ERK AVP inh 12.6µM*!, Rhodamine autofl inactive and 4-MU autofl inactive.
For CC1CCCN(c2ccc(C(=O)NCc3cccs3)cn2)C1 (stereo not given) the results were Casp1 inh -1.1%, Casp7 inh -0.2%, Texas Red fluor inactive, A350 fluor inactive, Tau fil binding -3.2%, Fluorescein fluor inactive, FLuc inh -16.6%, HEK293 cAMP cs 18.2%, ERK AVP inh 15.8µM*, Rhodamine autofl inactive and 4-MU autofl inactive.
CC1(C)CC(=O)C2=C(C1)OC(c1ccncc1)C(C#N)=C2N (stereo not given) was read as Casp1 inh 0.4%, Casp7 inh 1.3%, Texas Red fluor inconclusive, A350 fluor 1.02e-08M*, Tau fil binding -8.5%, Fluorescein fluor inconclusive, FLuc inh 1.2%, HEK293 cAMP cs 6.7%, ERK AVP inh -7.8%, Rhodamine autofl inactive and 4-MU autofl inconclusive.
Screening CCN(CC)C(=O)CSc1nnc(CCCCCNC(=O)OC(C)(C)C)o1 returned Casp1 inh -7.2%, Casp7 inh 0.7%, Texas Red fluor inactive, A350 fluor inconclusive, Tau fil binding 12.1%, Fluorescein fluor inactive, FLuc inh -2.8%, HEK293 cAMP cs 7.1%, ERK AVP inh 1.0%, Rhodamine autofl inactive and 4-MU autofl inactive.
For COC(=O)c1ccc(CSc2nc(-c3ccc(OC)cc3)nc3c2c(=O)n(C)c(=O)n3C)o1 the results were Casp1 inh 3.0%, Casp7 inh 0.0%, Texas Red fluor inconclusive, A350 fluor inactive, Tau fil binding -2.3%, Fluorescein fluor inactive, FLuc inh 1.5%, HEK293 cAMP cs 10.6%, ERK AVP inh 9.4%, Rhodamine autofl inactive and 4-MU autofl inactive.
Screening Cc1cc(N)n2ncc(-c3cccc(Br)c3)c2n1 returned Casp1 inh -4.7%, Casp7 inh -3.0%, Tau fil binding 1.58µM*, FLuc inh inconclusive, HEK293 cAMP cs -23.1%[11.4 µM] and ERK AVP inh -1.6%.
For CN1CCN(S(=O)(=O)c2ccc(NC(=O)c3cccc(S(=O)(=O)N4CCCC4)c3)cc2)CC1 the results were Casp1 inh -1.3%, Casp7 inh 0.1%, Tau fil binding -6.1%[11.4 µM], FLuc inh -4.0%, HEK293 cAMP cs 15.3%[11.4 µM] and ERK AVP inh inconclusive.
CC1CCc2sc3ncn4nc(C(=O)NCc5ccco5)nc4c3c2C1 (stereo not given) was read as Casp1 inh 1.6%, Casp7 inh 0.0%, Texas Red fluor inactive, A350 fluor inactive, Tau fil binding 13.1%, Fluorescein fluor inactive, FLuc inh 3.3%, HEK293 cAMP cs inconclusive, ERK AVP inh 8.7%, Rhodamine autofl inactive and 4-MU autofl inactive.
For C/C(CCC(=O)OC[C@@H]1O[C@H](C#Cc2ccccc2)C=C[C@@H]1Oc1ccc(C)cc1)=N/OC[C@@H](O)[C@H]1O[C@H]2OC(C)(C)O[C@H]2[C@@H]1O the results were Casp1 inh 0.6%[11.5 µM], Casp7 inh 0.4%[11.5 µM], FLuc inh 2.0%[11.4 µM], HEK293 cAMP cs 10.5%[11.4 µM] and ERK AVP inh 4.3%[11.5 µM].
`O=C(CCN1C(=O)C2C3C=CC(C3)C2C1=O)NC1CCCc2ccccc21` (stereo not given) gave Casp1 inh -2.3%, Casp7 inh 3.1%, Texas Red fluor inactive, A350 fluor inactive, Tau fil binding -2.3%, Fluorescein fluor inactive, FLuc inh 0.2%, HEK293 cAMP cs 2.2%, ERK AVP inh 8.8%, Rhodamine autofl inactive and 4-MU autofl inactive.
Screening CC(C)c1cc(C(F)(F)F)nc(NNc2nc(C(C)C)cc(C(F)(F)F)n2)n1 returned Casp1 inh 0.8%[11.5 µM], Casp7 inh -0.6%[11.5 µM], Texas Red fluor inactive, A350 fluor inactive, Tau fil binding 6.1%[11.4 µM], Fluorescein fluor inconclusive, FLuc inh 2.7%[11.4 µM], HEK293 cAMP cs 5.01µM*, ERK AVP inh -1.0%[11.5 µM], Rhodamine autofl inactive and 4-MU autofl inactive.
Screening CC(=O)Nc1ccc2c(c1)CCC2=O returned Casp1 inh 0.1%, Casp7 inh -0.5%, Texas Red fluor inactive, A350 fluor inactive, Tau fil binding -6.2%, Fluorescein fluor inactive, FLuc inh 0.9%, HEK293 cAMP cs 1.3%, ERK AVP inh -4.6%, Rhodamine autofl inactive and 4-MU autofl inactive.
For C=CCn1c(C#N)c(N)sc1=N the results were Casp1 inh -3.9%, Casp7 inh -5.2%, Texas Red fluor inconclusive, A350 fluor inactive, Tau fil binding -4.2%, Fluorescein fluor inconclusive, FLuc inh -0.8%, HEK293 cAMP cs 17.6%, ERK AVP inh -1.4%, Rhodamine autofl inactive and 4-MU autofl inactive.
Screening CCOCCCn1c(=S)[nH]c2cc3c(cc2c1=O)OCO3 returned Casp1 inh -3.2%, Casp7 inh 0.4%, Texas Red fluor inconclusive, A350 fluor inactive, Tau fil binding 1.2%, Fluorescein fluor inactive, FLuc inh -0.2%, HEK293 cAMP cs 6.0%, ERK AVP inh -5.0%, Rhodamine autofl inactive and 4-MU autofl inactive.
`CCC(=O)Nc1sc2c(c1C#N)CC(C)(C)NC2(C)C` gave Casp1 inh -1.1%, Casp7 inh 0.1%, Tau fil binding 6.0%, FLuc inh -1.8%, HEK293 cAMP cs 13.2% and ERK AVP inh -20.9%.
Screening COCCn1c(SCCN2CCCCC2)nc2ccccc2c1=O returned Casp1 inh 2.1%, Casp7 inh 0.7%, Texas Red fluor inactive, A350 fluor inactive, Tau fil binding 12.9%, Fluorescein fluor inactive, FLuc inh -3.0%, HEK293 cAMP cs inconclusive, ERK AVP inh 19.5%, Rhodamine autofl inactive and 4-MU autofl inactive.

Screening data: PubChem BioAssay, National Center for Advancing Translational Sciences (NCATS)

These rows are one share of the data. The share of hits here may be higher or lower than overall.
